Source: PubChem (Broad Institute)
ERp5 inh = inhibitors of ERp5-driven insulin aggregation, primary screen, biochemical, turbidity, absorbance 650 nm, single point; 90 min; AID 651711, 2012; 350,000 compounds, 0.05% hits; inhibition, % at 9.99 µM; Protein disulfide-isomerase A6 (Homo sapiens), Q15084;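 active means mean replicate inhibition above about 25%, with every replicate also reaching it, limit read from the data, passing the limit was not always enough; inconclusive means only one of those two criteria met; inactive means neither criterion met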
Target sequence (Q15084 whole entry, looked up): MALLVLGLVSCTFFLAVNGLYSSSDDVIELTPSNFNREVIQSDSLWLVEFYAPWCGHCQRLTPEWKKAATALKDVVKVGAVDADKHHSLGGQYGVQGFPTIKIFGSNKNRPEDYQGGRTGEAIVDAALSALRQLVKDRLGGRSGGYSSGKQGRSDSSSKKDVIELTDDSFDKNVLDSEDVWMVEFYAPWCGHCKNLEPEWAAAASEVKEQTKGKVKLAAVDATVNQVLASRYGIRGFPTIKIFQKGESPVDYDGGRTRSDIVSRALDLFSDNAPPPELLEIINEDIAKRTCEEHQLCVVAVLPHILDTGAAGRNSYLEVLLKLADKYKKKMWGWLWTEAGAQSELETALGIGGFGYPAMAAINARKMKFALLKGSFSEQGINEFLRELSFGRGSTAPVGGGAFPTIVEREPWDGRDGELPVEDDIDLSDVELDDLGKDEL
EWS-Fli block = EWS/Fli-driven NR0B1 reporter inhibitors, primary screen, A673 cells, NR0B1 luciferase, luminescence, MLPCN library; AID 651661, 2012; inhibition, % at 12.6 µM; 350,000 compounds, 0.67% hits; viability-normalised;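 active means mean inhibition of at least 50% after viability correction, with every replicate also passing that limit; inconclusive means mean reaches 50% but only one of two replicates passes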;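 further: firefly luciferase signal divided by Alamar Blue viability fluorescence both relative to DMSO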
CFTR F508del cor = F508del CFTR correction, initial screen, CFBE line, single point. 350,000 compounds, 0.36% hits. activity (quench increase), % at 7.58 µM. CFBE cells, YFP halide quenching; stimulated with forskolin plus potentiator P3; % fluorescence drop versus neutral controls. AID 720511, 2013;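 active means mean added fluorescence quench of at least 8% versus neutral control, with both replicates also reaching 8%; inconclusive means only one of the mean or replicate conditions met; inactive means mean below 8% and not both replicates reaching 8%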;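 further: cells transiently co-express mutant CFTR-F508del with the halide-sensitive YFP; corrector assay measuring rescue of mutant channel to the surface after 24 h compound exposure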
ARNT-TACC3 inh = disruptors of ARNT/TACC3 protein interaction, primary screen, biochemical, AlphaScreen, single concentration; Transforming acidic coiled-coil-containing protein 3 (Homo sapiens), Q9Y6A5; AlphaScreen His-ARNT PAS-B/GST-TACC3 binding, luminescence; TACC3 fragment carries E629A point mutation; inhibition, % at 9.99 µM; 390,000 compounds, 0.66% hits; AID 623870, 2012;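 active means mean inhibition of replicates at least 50% and at least half of replicates each reaching 50%; inconclusive means half or more replicates reach 50% but mean below 50%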;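 further: 0% = complete ARNT plus TACC3 wells and 100% = ARNT alone without TACC3; many hits fall short of the cut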
PAX8 inh HTS = inhibitors of PAX8-driven TPO luciferase reporter, primary screen, RMG-I cells, single concentration; SteadyGlo, 24 h; inhibition, % at 12.6 µM; 360,000 compounds, 1.2% hits;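 active means mean replicate inhibition at least 60% with every replicate also reaching 60%; inconclusive means only one of the two criteria is met; inactive means mean below 60% and not all replicates reaching 60%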;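 further: luciferase light reporting Pax8 driven TPO promoter activity; plate controls were median of neutral control wells for no effect and mitoxantrone controls for full effect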
INS-1E GSIS act = GLuc luminescence reporter in INS-1E cells, primary screen for activators of glucose-dependent secretion of insulin; INS-1E GLuc reporter insulin secretion, 2-3 h; activation, % at 16.6 µM; 370,000 compounds, 0.61% hits; AID 743287, 2014;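 active means lowest replicate activation of at least 40%, so every replicate reaches that level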;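 further: 0% = median of neutral control wells and 100% = median of IBMX positive control wells; some compounds called inactive have numbers as strong as hits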
DENV2 CPE = inhibitors of DENV2 cytopathic effect, primary screen, cell-based, plate reader, single concentration; DENV2-infected cells, cytopathic effect rescue; CPE inhibition, % at 9.99 µM; 350,000 compounds, 1.7% hits; in the data active means CPE inhibition above about 20%, passing the limit was not always enough; inconclusive means no clear call, values can overlap the other calls; tested in BHK-21 cells;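 further: 0% = median of neutral control wells and 100% = median of positive control wells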
XiGFP reactiv = activators of inactive X chromosome reactivation, primary screen, imaging, XiGFP fibroblasts, GFP high-content imaging, set 2. XiGFP mouse fibroblasts, % GFP-positive cells imaging, 3 d; cells co-treated with 5-aza-dC sensitizer; scaled so ellipticine positive control = 100%. activation, % at 7.58 µM. 360,000 compounds, 0.055% hits;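 active means mean normalized replicate activation at least 10% and every replicate at or above 10%; inconclusive means only one of the two criteria met; inactive means mean below 10% and not all replicates reach 10%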;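 further: 0% = median of on-plate neutral control wells and 100% = ellipticine 6 µM median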
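System: SV40-immortalized XiGFP fibroblast cells, line 68-5-11 / Incubation: 3-day compound exposure, then 15 min fixation at room temperature / Compound: single concentration per compound, delivered by pin transfer / Buffer or medium: DMEM plus 5-aza-dC sensitizer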
* marks the source's active call; other numbers are inactive results; u = inconclusive; x = no result given.

The line under a structure holds: ERp5 inh	EWS-Fli block	CFTR F508del cor	ARNT-TACC3 inh	PAX8 inh HTS	INS-1E GSIS act	DENV2 CPE	XiGFP reactiv
> CCCN(CC(=O)Nc1ccccc1C)C(=O)C1CCN(c2ncnc3sc(C)c(C)c23)CC1
    0	14	0.9	-22	21	-16	-4	0.8
> CCOC(=O)C1C(=O)Nc2nc3ccccc3n2C1C(C)C (configuration not stated)
    -16	x	x	1	4	-14	x	x
> N#CCCn1cc(C=C(C#N)C#N)c(-c2ccc(Cl)cc2)n1
    2	8	-1.8	x	-39	30	7	0.1
> Cc1ccc(C=Nc2ccccc2C(=O)Nc2ccccc2)cc1
    x	-2	x	-8	-37	34	x	-0.2
> CCC(=O)Nc1ccc2c(c1)C(=O)N(C)[C@@H]1CC[C@@H](CC(=O)NCC3CC3)O[C@H]1CO2
    -1	0	-1.8	18	1	10	2	-0.1
> O=C(C[C@H]1C[C@@H]2c3cc(NC(=O)Nc4ccccc4F)ccc3O[C@@H]2[C@H](CO)O1)NCc1ccc(Oc2ccccc2)cc1
    11	-5	-1.7	6	23	-5	3	0.4
> COc1ccc(CN2CC(=O)N3[C@H]4c5ccccc5OC[C@@H]4[C@H](c4ccccc4)[C@]3(C)C2=O)cc1
    6	-3	1.6	-5	20	-6	x	0.0
> C=CCC1(C#N)C(=S)NC(C)=C(C(=O)OCC)C1c1ccccc1 (configuration not stated)
    6	5	1.4	x	10	-8	3	0.1
> CCOC(=O)c1ccc(NC(=O)c2ccc(OC(C)C)c(OC)c2)cc1
    0	-14	0.5	-3	-21	-26	-2	0.0
> Cc1csc(NC(=O)c2ccc(S(=O)(=O)N3CCN(C)CC3)cc2)n1
    -5	-16	-4.0	x	-21	-5	-1	0.2
> CC(=O)N(Cc1ccccc1)Cc1nc2sc(C)c(C)c2c(=O)[nH]1
    0	6	-0.1	3	15	1	-2	0.0
> COC(=O)C1=C(C)N(CCc2ccccc2)C(=O)/C1=C\c1ccco1
    x	x	x	3	-14	-20	x	0.1
> CCN1CCN(CCCN(Cc2ccco2)C(=S)Nc2cccc(Cl)c2C)CC1
    -3	3	0.3	13	-1	9	-2	-0.2
> CCn1cc(S(=O)(=O)NCCc2ccc(F)cc2)cn1
    8	-3	-0.7	2	-21	7	17	0.2
> COc1ccc(S(=O)(=O)N(C)C[C@@H]2Oc3ccc(NS(=O)(=O)c4ccc(F)cc4)cc3C(=O)N([C@H](C)CO)C[C@H]2C)cc1
    -3	-11	-4.5	-1	-15	-6	7	-1.0

A different layout for part of the listing above:
SMILES | ERp5 inh | EWS-Fli block | CFTR F508del cor | ARNT-TACC3 inh | PAX8 inh HTS | INS-1E GSIS act | DENV2 CPE | XiGFP reactiv
CCn1cc(S(=O)(=O)NCCc2ccc(F)cc2)cn1 | 8 | -3 | -0.7 | 2 | -21 | 7 | 17 | 0.2
Cc1ccc(C=Nc2ccccc2C(=O)Nc2ccccc2)cc1 | x | -2 | x | -8 | -37 | 34 | x | -0.2
Cc1csc(NC(=O)c2ccc(S(=O)(=O)N3CCN(C)CC3)cc2)n1 | -5 | -16 | -4.0 | x | -21 | -5 | -1 | 0.2
CCC(=O)Nc1ccc2c(c1)C(=O)N(C)[C@@H]1CC[C@@H](CC(=O)NCC3CC3)O[C@H]1CO2 | -1 | 0 | -1.8 | 18 | 1 | 10 | 2 | -0.1

The list goes on:
The line under a structure holds: ERp5 inh	EWS-Fli block	CFTR F508del cor	ARNT-TACC3 inh	PAX8 inh HTS	INS-1E GSIS act	DENV2 CPE	XiGFP reactiv
> Cc1ccc(S(=O)(=O)N2CCCC(C(=O)Nc3ccc(C(=O)O)cc3)C2)cc1Cl (configuration not stated)
    0	2	1.8	2	-6	3	3	0.0
> COc1ccc2c3c([nH]c2c1)[C@H](CO)N(C(=O)Nc1ccccc1F)CC31CN(C(=O)c2ccccc2F)C1
    -1	9	-1.4	x	x	-19	1	0.2
> CC1=C(C(=O)OCCNC(=O)c2cccnc2)C(c2cccc([N+](=O)[O-])c2)C(C(=O)OCCN(C)C)=C(C)N1 (configuration not stated)
    x	x	x	-1	-1	-18	x	-0.1
> Cc1cc(C)n(C(=O)CNC(=O)c2cccc(F)c2)n1
    -1	-10	1.4	3	-1	-10	-5	0.1
> C[C@H]1CN([C@@H](C)CO)C(=O)c2cc(C#CC3CCCC3)cnc2O[C@@H]1CN(C)C(=O)C1CC1
    3	1	-0.9	-6	x	1	2	0.4
> COc1cc(OC)cc(OC(=O)c2cccc(S(=O)(=O)N3CCN(C)CC3)c2)c1
    3	-6	-4.1	-1	-1	-23	-1	0.0
> CC1CC(=O)c2cnc(NCc3ccco3)nc2C1 (configuration not stated)
    -3	x	x	-2	-8	3	x	x
> O=C(CN1CCN(CC(=O)Nc2cccc(F)c2)CC1)Nc1ccc(-c2ccccc2)cc1
    1	6	-0.1	-1	1	-11	-3	0.1
> CSc1cccc(CN2CCC(Oc3cccc(C(=O)N4CCCC4)c3)CC2)c1
    -14	x	0.6	8	10	-6	-8	1.2
> OC1CCCC1NCc1ccnc2cc(Cl)ccc12 (configuration not stated)
    -2	6	3.8	-16	x	13	1	-0.1
> CCOC(=O)N1CCN(C(=O)CSc2nc(=O)n3cccc(C)c3n2)CC1
    9	-3	0.3	-5	3	18	u	0.1
> O=C(Nc1nc2ccccc2[nH]1)C1CCN(C(=O)c2ccc(F)cc2)CC1
    -3	-7	0.8	2	25	14	1	0.0
> CN1C(=O)c2cc(NC(=O)c3ccc(Cl)cc3)ccc2OC[C@H]2O[C@H](CC(=O)O)CC[C@H]21
    x	-2	-1.4	x	-6	3	x	0.5
> O=C(COc1ccc(Cl)cc1)Nc1ccc(Cc2ccncc2)cc1
    x	x	x	-3	-21	-14	x	0.3
> COc1cccc(CNC(=O)c2ccc3c(c2)S(=O)(=O)N=C2CCCCCN23)c1
    0	-6	1.7	3	-8	-1	-5	0.0

Next section
The line under a structure holds: ERp5 inh	EWS-Fli block	CFTR F508del cor	ARNT-TACC3 inh	PAX8 inh HTS	INS-1E GSIS act	DENV2 CPE	XiGFP reactiv
> COc1ccccc1C(=O)NCCC(=O)Nc1nc2ccccc2[nH]1
    -7	-5	-1.6	2	13	5	2	-0.8
> Cc1nn(CC(=O)Nc2ccc(N3CCOCC3)cc2)c(C)c1Br
    4	-5	-1.4	36	x	21	-1	0.0
> Cc1ccc(OCC(=O)Nc2ccc(NC(=O)c3cccs3)cc2)c(C)c1
    4	x	0.2	-2	7	3	-2	0.1
> Cn1cccc1C(=O)NNC(=O)COc1ccccc1Cl
    -1	-37	1.6	-1	-60	-3	19	0.6
> Cc1ccccc1S(=O)(=O)Nc1ccc2c(c1)C(=O)N(C)[C@H]1CC[C@H](CC(=O)O)O[C@@H]1CO2
    x	0	1.9	x	-4	3	x	0.1
> CCC(C)[C@H](NC(=O)N1CCN(c2cccc(C(F)(F)F)c2)CC1)C(=O)OC (some centres not stated)
    -5	-2	-5.0	0	x	x	-5	x
> NS(=O)(=O)c1ccc(NC(=O)c2c(F)cccc2Cl)cc1
    -2	-1	3.0	-5	14	6	2	0.1
> COc1ccc(N2CCN(C(c3ccccc3)c3nnnn3C(C)(C)C)CC2)cc1 (configuration not stated)
    -2	4	-3.4	x	4	-18	6	0.1
> O=C(CSc1nc2c(c(=O)[nH]1)CCC2)Nc1cccc(F)c1
    1	4	2.6	7	2	-2	-4	0.0
> CO[C@H]1CN(C)C(=O)c2ccc(NC(=O)Nc3c(C)noc3C)cc2OC[C@@H](C)N(CC2CC2)C[C@@H]1C
    -5	-5	0.3	-6	-18	15	18	0.1
> O=C(Cc1cccs1)Nc1ccc(F)cc1
    0	0	0.9	-1	-15	-6	2	2.4
> CC(/C=N/NC(=O)c1ccccc1C)=C\c1ccccc1
    2	-50	x	x	-69	-18	-2	4.6
> CCN(C(=O)COc1ccc(C)nc1[N+](=O)[O-])C1CCS(=O)(=O)C1 (configuration not stated)
    x	x	x	-4	-4	0	x	-0.1
> Cc1ccc(NC(=O)COC(=O)/C=C/c2ccc(Br)o2)cc1S(=O)(=O)N(C)C
    -7	12	-1.2	-3	27	-27	-1	0.0
> COCCN(Cc1ccc(C)cc1)C(=O)[C@H]1O[C@@H](n2ccc(N)nc2=O)[C@H](O)[C@@H]1O
    2	-4	3.0	x	-6	-5	6	0.1

Continued.
The line under a structure holds: ERp5 inh	EWS-Fli block	CFTR F508del cor	ARNT-TACC3 inh	PAX8 inh HTS	INS-1E GSIS act	DENV2 CPE	XiGFP reactiv
> COc1ccnc(Oc2ccccc2)c1C(N)=O
    -5	0	0.6	-10	-19	-1	0	0.1
> COc1ccc(N(CC(=O)N2CCN(Cc3ccc4c(c3)OCO4)CC2)S(=O)(=O)c2ccc(F)cc2)cc1
    -7	1	-3.3	5	10	-31	-2	-0.1
> COC(=O)C[C@@H]1CC[C@H]2[C@@H](COc3ccc(NC(=O)c4ccc(OC)cc4)cc3C(=O)N2C)O1
    -1	-69	-0.1	-2	-40	6	3	0.0
> C/C=C/c1ccc(OCC(O)CN2CCCCC2CC)c(OC)c1 (configuration not stated)
    7	4	3.1	-6	11	7	5	-0.1
> Cc1c(NS(=O)(=O)c2ccc(C(=O)N(C)Cc3cccc(Cl)c3Cl)cc2)c(=O)n(-c2ccccc2)n1C
    17	6	3.5	5	24	-33	6	-0.1
> CO[C@H](CN(C)C(=O)c1ccccc1F)[C@H](C)CN([C@@H](C)CO)S(=O)(=O)c1ccc(Cl)cc1
    4	-8	0.3	-1	x	-7	-6	0.1
> C(=N\Nc1ccccn1)/c1c[nH]c2ccccc12
    -2	-7	x	38	-62	13	2	0.7
> CCCN1C(=O)C2(/C(=C(\O)c3ccc4c(c3)OCCO4)C(=O)C(=O)N2CCCOC)c2ccccc21 (configuration not stated)
    1	3	-0.1	-3	x	-1	2	x
> O=C(C[C@H]1C[C@@H]2c3cc(NS(=O)(=O)c4ccc(F)cc4)ccc3O[C@@H]2[C@@H](CO)O1)NCc1ccccc1F
    -1	6	2.7	-1	10	-11	-1	0.2
> C[C@H](CO)N1C[C@H](C)[C@H](CN(C)Cc2ccccc2)Oc2cc(C#Cc3ccccn3)ccc2S1(=O)=O
    -4	2	1.7	-8	x	0	u	1.1
